Screens (PubChem)
MEKK2 mut-MEK5 – signal of MEK5 binding to mutant human MEKK2 PB1 domain; bead flow cytometry, Alexa488-MEK5 binding to MEKK2 mutant; percent response, % at 10 µM; actives 0.35% (n = 290,000); AID 1530; in the data active = percent response above about 24%, passing the limit was not always enough; note: inactives centre near 1; some results filed as inactive read as strong as hits; reference of the scale not given here
pCIP destab – compounds decreasing mouse p/CIP protein stability. F442A p/CIP-EGFP cells, EGFP fluorescence, 16 h. decrease of EGFP signal, % at 10 µM. actives 0.01% (n = 290,000). AID 1984;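 active = EGFP signal decrease of at least 30% at 10 µM or well 3 SD below plate mean, unless failing retest; inactive = the rest, including hits failing retest or dose response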; note: some compounds called inactive have numbers as strong as hits; many of its hits are not listed in these tables
NALP1 yeast inh – inhibitors of NALP1 inflammasome in yeast; S. cerevisiae NALP1/ASC/caspase-1 growth, X-gal OD620, 72 h; inhibition, % at 10 µM; actives 0.61% (n = 280,000); in the data active = inhibition mostly above about 24%, no sharp cut-off; inactive = mostly below about 32%; note: some compounds called inactive have numbers as strong as hits
MEKK2wt PB1 HTS – raises or lowers MEK5 binding to wildtype human MEKK2 PB1 domain | Q9Y2U5 | bead flow cytometry, Alexa488-MEK5 binding to MEKK2 WT; actives lie on both sides | binding response (% of control), % at 10 µM | actives 1.1% (n = 290,000) | AID 1531; in the data active = binding response below about 67% or above about 130%
MEKK3 PB1 HTS – modulators (inhibitors or enhancers) of MEK5 binding to human MEKK3 PB1 domain; AID 1529; actives 1.4% (n = 290,000); Q99759; bead-based flow cytometry, Alexa488-MEK5 binding to MEKK3; actives lie on both sides; 0 = blocked by unlabeled MEK5, 100 = vehicle; binding response (% of control), % at 10 µM;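 active = binding response more than 3 SD above or below the average of its plate-row segment, actives on both sides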;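 note: Alexa488 bead fluorescence after subtracting the streptavidin-only scavenger bead signal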
Target sequence (Q99759 whole entry, looked up, the tested form may be a part): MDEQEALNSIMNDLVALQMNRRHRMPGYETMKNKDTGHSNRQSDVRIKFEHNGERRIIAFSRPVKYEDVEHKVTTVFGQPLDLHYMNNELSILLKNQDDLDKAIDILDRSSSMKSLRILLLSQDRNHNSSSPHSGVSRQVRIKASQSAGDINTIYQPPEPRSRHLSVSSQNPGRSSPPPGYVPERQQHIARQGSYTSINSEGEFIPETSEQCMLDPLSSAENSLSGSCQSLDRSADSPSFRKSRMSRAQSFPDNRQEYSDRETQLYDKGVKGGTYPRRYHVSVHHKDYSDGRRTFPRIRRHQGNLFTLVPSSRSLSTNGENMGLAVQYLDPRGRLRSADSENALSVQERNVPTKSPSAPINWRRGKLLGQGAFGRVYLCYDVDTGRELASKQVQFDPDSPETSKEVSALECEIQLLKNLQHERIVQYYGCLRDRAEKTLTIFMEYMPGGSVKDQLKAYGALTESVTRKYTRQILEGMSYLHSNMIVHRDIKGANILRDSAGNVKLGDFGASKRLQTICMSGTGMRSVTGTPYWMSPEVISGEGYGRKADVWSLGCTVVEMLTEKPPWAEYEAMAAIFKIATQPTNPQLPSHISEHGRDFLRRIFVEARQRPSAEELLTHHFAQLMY
IDE inh – inhibitors of human insulin-degrading enzyme in cells; P14735; HEK cells, FAbetaB cleavage, fluorescence polarization; inhibition, % at 5.59 µM; actives 0.41% (n = 320,000); AID 434962;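 active = percent inhibition above the average of all tested compounds plus 3 SD, set per screening campaign, cut at about 16% in these data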;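 note: IDE supplied by intact live HEK cells; FP after avidin binding of uncleaved biotin substrate so inhibition keeps polarization high; 0% = DMSO wells and 100% = 60 µM reference IDE inhibitor Ii1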
IDE cell activ – IDE (human) activation, cell-based; P14735; HEK cells, FAbeta-B cleavage, fluorescence polarization; 0% vehicle, 100% cell-free pure enzyme wells; activation, % at 5.96 µM; actives 0.073% (n = 340,000);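 active = activation above the mean of all tested compounds plus 3 SD, set per screening campaign, cut at about 17% in these data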
UBC9 SUMO inh – blocks human SUMOylation mediated by UBC9; P63279; HTRF SUMOylation assay, SAE1/SAE2 + UBC9, in vitro; inhibition, % at 35 µM; actives 0.36% (n = 290,000); AID 2006; in the data active = inhibition above about 50%, passing the limit was not always enough; note: strong numbers were not always called active
Target sequence (P63279 whole entry, looked up): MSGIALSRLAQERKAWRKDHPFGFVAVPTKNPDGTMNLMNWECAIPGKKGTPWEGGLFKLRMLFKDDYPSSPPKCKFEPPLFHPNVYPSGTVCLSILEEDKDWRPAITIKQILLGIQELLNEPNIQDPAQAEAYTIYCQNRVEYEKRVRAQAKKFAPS
M18AAP inhibitor – PfM18AAP enzyme inhibition; recombinant PfM18AAP, H-Glu-NHMec fluorogenic cleavage; inhibition, % at 7.35 µM; actives 1.2% (n = 290,000); AID 1822;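 active = inhibition above the campaign mean inhibition over all tested compounds plus 3 SD, cut at about 28% in these data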;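 note: 0% = plate median of test compound wells and 100% = 2 mM ZnCl2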
Numbers without * were called inactive; / = not tested or not shown.

SMILES | MEKK2 mut-MEK5 | pCIP destab | NALP1 yeast inh | MEKK2wt PB1 HTS | MEKK3 PB1 HTS | IDE inh | IDE cell activ | UBC9 SUMO inh | M18AAP inhibitor
O=C(CSc1nnc(CNC(=O)c2c(F)cccc2Cl)o1)NCc1ccc2c(c1)OCO2 | 2 | -27 | 26 | 105 | 95 | 7 | 6 | 14 | -3
CCOC(=O)C1=C(C)N=C2SC(C)C(=O)N2C1c1ccc(OC(C)=O)c(OCC)c1 (stereo not given) | / | 7 | / | / | / | -1 | / | -20 | 7
Brc1ccc(C2=CSC3=NCCN23)cc1 | -1 | -1 | 21 | 108 | 106 | 0 | -3 | 0 | 9
O=C(CCCC(=O)NCc1ccccc1)NCc1ccccc1 | -1 | -6 | 26 | 105 | 100 | 6 | -2 | 9 | -12
Cc1[nH]n2c(=O)c3c(nc2c1-c1cccc2ccccc12)CCC3 | -1 | -13 | -1 | 102 | 109 | -3 | -3 | 37 | 3
COc1ccc(-n2ncc3c(=O)n(CC(=O)N4CCCc5ccccc54)cnc32)cc1 | 5 | 0 | -9 | 101 | 103 | 2 | 1 | 7 | 4
Cc1[nH]n(C(N)=S)c(=O)c1N=Nc1cccc(C(F)(F)F)c1 | 7 | 10 | -15 | 110 | 106 | 10 | 5 | -4 | 4
CCC(C)Nc1nc2c(c(=O)n(C)c(=O)n2C)n1Cc1ccc(Cl)cc1 (stereo not given) | 5 | -8 | -4 | 104 | 104 | 0 | 1 | -12 | /
COc1ccc(-n2nnc3c(=O)n(CC(=O)N4CCC(Cc5ccccc5)CC4)cnc32)cc1 | 8 | 6 | / | 108 | 106 | 1 | 7 | -4 | /
O=S(=O)(Nc1ncccn1)c1ccc(F)cc1 | 9 | 12 | -6 | 109 | 102 | / | 2 | 9 | -7
CCc1nnc2cccc(Cl)n12 | -3 | -4 | 14 | 99 | 108 | 0 | -6 | 13 | 5
Cc1ccc(NCc2nnc(SCC(=O)N(Cc3ccccc3)C(C)(C)C)o2)c(C)c1 | -2 | -15 | 16 | 93 | 98 | 8 | 3 | 8 | -2
Cn1c(N2CCOCC2)c(C#N)c2ccccc21 | 1 | -23 | 10 | 101 | 98 | 1 | 4 | 12 | -2
COc1cc(C(O)P(=O)(OCCC(C)C)c2ccc(N(C)C)cc2)cc(OC)c1OC (stereo not given) | -4 | -5 | 16 | 99 | 92 | -5 | 6 | 8 | -9
O=C(CN1C(=O)c2cccc3cccc(c23)C1=O)N1CCCCC1 | -2 | 2 | 22 | 100 | 100 | 4 | 5 | 12 | -3
O=C(Nc1cccc(C(F)(F)F)c1)C1CCCCC1 | 0 | 4 | 26 | 97 | 96 | -8 | 6 | -4 | 11
CCOC(=O)C1=C(c2ccccc2)NC(=O)NC1c1ccc(OC)cc1 (stereo not given) | -2 | -28 | -2 | 103 | 102 | 0 | 2 | 8 | -4
CCCCNC(=O)c1cc2cc(OC)ccc2[nH]1 | 0 | 1 | 11 | 97 | 101 | -1 | / | 2 | -1
COc1ccccc1N(CC(O)CN1C(=O)NC(C)(C)C1=O)S(=O)(=O)c1ccc(C)cc1 (stereo not given) | 6 | -2 | -1 | 102 | 103 | 3 | 4 | -24 | 8
CCOC(=O)C1(CCc2ccccc2)CCN(C(=O)c2cc(C)nc(C)n2)CC1 | -12 | 0 | 0 | 84 | 83 | -2 | 3 | -6 | -10
O=C(Nc1ccc(Br)cn1)C1CCN(S(=O)(=O)c2cccs2)CC1 | 0 | -5 | 5 | 95 | 98 | -3 | -2 | 3 | 1
COc1cc(C(c2sc3nc(C)nn3c2O)N2CC(C)OC(C)C2)cc(OC)c1OC (stereo not given) | 1 | -19 | 35 | 104 | 101 | -1 | 3 | 16 | 4
CC(C)c1ccc(NC(=O)COc2ccc(S(=O)(=O)N3CCOCC3)cc2)cc1 | 3 | -10 | 4 | 104 | 103 | 3 | 0 | 1 | -13
Cc1ccc(NC(=S)NCc2cccs2)cc1 | -3 | 6 | 12 | 97 | 95 | -3 | 7 | 6 | 1
CC1CCN(C(=S)c2ccc(-c3ccc(Cl)cc3Cl)o2)CC1 | -2 | -3 | 24 | 103 | 102 | -1 | 1 | -13 | 4
CCOC(=O)C(=O)NC12CC3CC(CC(C3)C1)C2 | 0 | 3 | 28 | 96 | 98 | -2 | 1 | -5 | -2
Cc1ccccc1-c1nnc(SCCC(=O)N2CCOCC2)o1 | -14 | 8 | 6 | 87 | 94 | -10 | 0 | -1 | 1
O=S(=O)(N/N=C\C=C\c1ccccc1)c1ccccc1 | 5 | / | / | 108 | 107 | -13 | 1 | / | 5
Cc1ccc(-c2c(C)c(-c3ccc(F)cc3)nc(N)c2C#N)o1 | 9 | -24 | -1 | 110 | 107 | 3 | 3 | 8 | 12
COc1ccc(OC)c(C(=O)CSc2nc3ccccc3n2CC(=O)NC(C)(C)C)c1 | 5 | 7 | -12 | 103 | 103 | 8 | 1 | -8 | 9
C/C(=N\Nc1ccc(C(=O)O)cc1)c1ccc2c(c1)Nc1ccccc1S2 | -2 | 2 | 0 | 88 | 98 | 11 | -8 | 15 | 28
Cc1c(C#N)c(O)n(C)c(=O)c1N=Nc1ccc(S(N)(=O)=O)cc1 | 1 | -7 | -7 | 100 | 98 | / | 5 | -10 | 35*
COC(=O)c1ccc(OCc2nc(N)nc(N3CCOCC3)n2)cc1 | 9 | 2 | 4 | 112 | 108 | 0 | 0 | 9 | 3
O=C1CC(c2cc(F)ccc2F)c2cc3c(cc2N1)CCC3 (stereo not given) | -8 | -34 | -1 | 93 | 98 | -3 | 1 | 13 | -15
CC(=O)c1ccc(-c2nnc(CCC(=O)N(C)Cc3cccc4cnccc34)o2)s1 | -1 | -8 | -9 | 104 | 98 | -4 | 0 | 13 | -2
Cc1nc(SCC(=O)Nc2c(C)n(C)n(-c3ccccc3)c2=O)[nH]c(=O)c1Cc1ccccc1 | 3 | 10 | 17 | 103 | 105 | 2 | -1 | 25 | 11
CCCCN(C)C1CCN(C(=S)Nc2ccc(OC)cc2)CC1 | -1 | -2 | 8 | 99 | 101 | 0 | 5 | 9 | 2
Cc1cccc(NC(=O)CSc2nc3nc4c(cc3c(=O)n2-c2ccccc2)CCCC4)c1 | 0 | -5 | 35 | 104 | 132* | 4 | 0 | 1 | -1
C=CCN(CC=C)C(=S)NCCc1ccc(OC)c(OC)c1 | 17 | -11 | 12 | 107 | 104 | 1 | 7 | 22 | -2
FC(F)(F)c1cc(C(F)(F)F)c2ccc(N3CCOCC3)nc2n1 | 6 | -12 | 0 | 104 | 104 | -2 | 0 | 15 | 3

Only IDE inh and MEKK2 mut-MEK5, for 4 of the compounds above:
Compound	IDE inh	MEKK2 mut-MEK5
Cc1nc(SCC(=O)Nc2c(C)n(C)n(-c3ccccc3)c2=O)[nH]c(=O)c1Cc1ccccc1	2	3
CCCCN(C)C1CCN(C(=S)Nc2ccc(OC)cc2)CC1	0	-1
Cc1cccc(NC(=O)CSc2nc3nc4c(cc3c(=O)n2-c2ccccc2)CCCC4)c1	4	0
C=CCN(CC=C)C(=S)NCCc1ccc(OC)c(OC)c1	1	17

4 records picked at random from those above, as already listed:
SMILES | MEKK2 mut-MEK5 | pCIP destab | NALP1 yeast inh | MEKK2wt PB1 HTS | MEKK3 PB1 HTS | IDE inh | IDE cell activ | UBC9 SUMO inh | M18AAP inhibitor
Cc1nc(SCC(=O)Nc2c(C)n(C)n(-c3ccccc3)c2=O)[nH]c(=O)c1Cc1ccccc1 | 3 | 10 | 17 | 103 | 105 | 2 | -1 | 25 | 11
CCCCN(C)C1CCN(C(=S)Nc2ccc(OC)cc2)CC1 | -1 | -2 | 8 | 99 | 101 | 0 | 5 | 9 | 2
COC(=O)c1ccc(OCc2nc(N)nc(N3CCOCC3)n2)cc1 | 9 | 2 | 4 | 112 | 108 | 0 | 0 | 9 | 3
C=CCN(CC=C)C(=S)NCCc1ccc(OC)c(OC)c1 | 17 | -11 | 12 | 107 | 104 | 1 | 7 | 22 | -2

Next structures follow:
SMILES | MEKK2 mut-MEK5 | pCIP destab | NALP1 yeast inh | MEKK2wt PB1 HTS | MEKK3 PB1 HTS | IDE inh | IDE cell activ | UBC9 SUMO inh | M18AAP inhibitor
COc1ccc(OC)c(NC(=O)NC2CCCc3ccccc32)c1 (stereo not given) | 11 | -8 | 7 | 113 | 108 | 2 | 0 | 6 | 5
Cc1ccc(C)c2[nH]c(=O)c(CN(Cc3cccnc3)C(=S)NCc3ccco3)cc12 | 1 | -8 | / | 104 | 107 | -10 | 15 | 33 | 3
CN1CCN(CCCNC(=O)c2cc3c(=O)n(C)c4ccccc4c3s2)CC1 | 12 | 7 | -8 | 111 | 105 | -3 | 3 | 7 | -6
COc1cc2c(cc1OC)C(c1cccs1)N(C(=O)c1cccnc1)CC2 (stereo not given) | 0 | 1 | -3 | 101 | 107 | -2 | -12 | 31 | -3
Cn1cc(CCNCc2cn[nH]c2-c2ccc(-c3ccccc3)cc2)cn1 | 0 | -20 | / | 117 | 104 | 3 | 5 | 20 | -6
CCC(=O)N1c2ccc(S(=O)(=O)NCCc3ccccc3)cc2CC1C (stereo not given) | 4 | 7 | 7 | 105 | 103 | 7 | -1 | -35 | -2
CC(Oc1ccc(Cl)cc1Cl)C(=O)OCn1nnc2ccccc2c1=O (stereo not given) | 4 | -12 | 8 | 100 | 101 | -2 | 3 | 12 | 3
C/C(=N\OC(=O)Nc1ccccc1)c1cnn(-c2cc(C(F)(F)F)cc(C)n2)c1C | 4 | 1 | -2 | 109 | 105 | 2 | 0 | -5 | 0
COc1ccc(-c2nc(-c3ccccc3)c(-c3cc([N+](=O)[O-])ccc3C)[nH]2)cc1OC | -10 | -6 | -2 | 94 | 94 | -1 | 4 | 12 | -4
Cc1ccc(Nc2ncc(C(=O)NCCCN3CCN(C)CC3)c3ccccc23)cc1Cl | 13 | 6 | 32 | 129 | 109 | 7 | 4 | 14 | -5
Oc1ccc(C[C@@H]2CNC(=S)N2CCCCC2CCCCC2)cc1 | 7 | -21 | -9 | 102 | 107 | 3 | 9 | -15 | 3
CCc1ccc(C(=O)NC(=S)Nc2ccc3c(c2)OCCO3)cc1 | 0 | 5 | 20 | 102 | 98 | 2 | 3 | -25 | -2
CCOC(=O)c1c(C)oc2cc(Br)c(O)c(Br)c12 | 0 | -18 | 37 | 96 | 95 | -4 | 4 | -2 | 3
O=C(NNC(=O)C1CC(c2cccs2)=NO1)Nc1ccccc1 (stereo not given) | 7 | -11 | 18 | 111 | 104 | -4 | 3 | 19 | -11

Structural class: the compounds so far containing two or more sulfur atoms (2)
SMILES | MEKK2 mut-MEK5 | pCIP destab | NALP1 yeast inh | MEKK2wt PB1 HTS | MEKK3 PB1 HTS | IDE inh | IDE cell activ | UBC9 SUMO inh | M18AAP inhibitor
O=C(Nc1ccc(Br)cn1)C1CCN(S(=O)(=O)c2cccs2)CC1 | 0 | -5 | 5 | 95 | 98 | -3 | -2 | 3 | 1
Cc1ccc(NC(=S)NCc2cccs2)cc1 | -3 | 6 | 12 | 97 | 95 | -3 | 7 | 6 | 1

These rows are one share of the data. The share of hits here may be higher or lower than overall.
